MOR-DOR inv ag: mu-delta opioid heterodimer inverse agonism | P35372+P41143 | inhibition, % at 9.3 µM | AID 504357 | cell-based MOR-DOR heterodimer luminescence | 340,000 tested, 0.21% active; in the data active = inhibition above about 22%, passing the limit was not always enough;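 note: 0% = cells with DMSO and 100% = wells without cells with DMSO; values of inactives mirror those of a sister screen read the other way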
Target sequence (P35372 whole entry, looked up): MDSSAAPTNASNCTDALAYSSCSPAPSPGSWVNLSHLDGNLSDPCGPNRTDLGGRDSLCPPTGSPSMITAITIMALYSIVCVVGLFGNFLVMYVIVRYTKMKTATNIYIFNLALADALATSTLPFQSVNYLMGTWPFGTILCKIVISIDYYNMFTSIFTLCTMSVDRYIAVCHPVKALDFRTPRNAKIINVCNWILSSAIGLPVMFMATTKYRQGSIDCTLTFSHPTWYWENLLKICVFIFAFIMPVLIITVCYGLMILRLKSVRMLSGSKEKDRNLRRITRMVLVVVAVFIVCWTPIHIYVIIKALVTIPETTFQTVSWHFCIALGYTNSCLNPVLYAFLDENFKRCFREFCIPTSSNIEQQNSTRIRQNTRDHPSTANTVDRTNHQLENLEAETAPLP
Target sequence (P41143 whole entry, looked up): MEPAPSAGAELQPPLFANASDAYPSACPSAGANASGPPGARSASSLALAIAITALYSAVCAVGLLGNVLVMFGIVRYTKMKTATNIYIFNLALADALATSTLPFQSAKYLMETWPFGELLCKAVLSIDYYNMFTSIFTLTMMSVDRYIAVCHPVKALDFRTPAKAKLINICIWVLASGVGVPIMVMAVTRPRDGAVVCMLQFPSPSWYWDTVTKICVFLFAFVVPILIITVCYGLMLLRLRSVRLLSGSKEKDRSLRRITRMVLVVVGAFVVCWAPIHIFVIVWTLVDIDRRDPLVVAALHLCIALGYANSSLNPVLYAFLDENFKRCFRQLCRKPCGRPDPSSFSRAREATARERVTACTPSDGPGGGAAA
OPRM1-OPRD1 ag: OPRM1-OPRD1 heterodimerization agonism | P35372+P41143 | cells, luminescence | activation, % at 9.3 µM | 340,000 tested, 0.3% active; in the data active = activation above about 18%;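 note: 0% = vehicle-treated cells and 100% = reference agonist; values of inactives mirror those of a sister screen read the other way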
V-ATPase pH: yeast V-ATPase proton transport regulation by pHLuorin | S. cerevisiae, pHLuorin cytosolic pH fluorescence | AID 504577 | 350,000 tested, 0.37% active | response, % at 10 µM; in the data active = response mostly above about 7.3%, no sharp cut-off; inactive = mostly below about 5.4%; note: actives read high; inactives centre near 0; some compounds called inactive have numbers as strong as hits; reference of the scale not given here
LANA DNA inh: inhibitors of KSHV LANA C-terminal domain DNA binding. MBP-C-LANA/FAM-LBS DNA binding, fluorescence polarization. inhibition, % at 9 µM. 340,000 tested, 0.078% active. AID 504423;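 active = highest replicate inhibition at or above 60% at 9 µM, even if other replicates fall short; inactive = all replicates below 60% inhibition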;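 note: 0% = neutral control wells and 100% = 4 µM acridine orange control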
HTR5A inv ag: counter-screen for OPRM1-OPRD1 inverse agonists: human HTR5A inverse agonism. P47898. HTR5A cell line, luminescence. inhibition, % at 9.3 µM. 340,000 tested, 0.083% active. AID 504634; in the data active = inhibition mostly above about 23%, no sharp cut-off; inactive = mostly below about 18%;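 note: 0% = cells with DMSO and 100% = no-cell wells with DMSO; some compounds called inactive have numbers as strong as hits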
HTR5A ag: counter-screen for OPRM1-OPRD1 agonists: human HTR5A agonism. P47898. HTR5A agonist assay, luminescence, cell-based. activation, % at 9.3 µM. 340,000 tested, 0.61% active; in the data active = activation mostly above about 9.5%, no sharp cut-off; inactive = mostly below about 7.6%;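 note: 0% = cells with vehicle only and 100% = reference agonist; strong numbers were not always called active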
cardiac RTF act: cardiac RTF calcium sensitization | 340,000 tested, 0.24% active | IANBD-labeled TnC RTF fluorescence at EC20 calcium; 0% EC20 calcium, 100% full calcium | activation, % at 7.2 µM | P19429+P45379;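 active = activation above the mean over all tested compounds plus 3 SD, cut at about 30% in these data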;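 note: rise in fluorescence read as greater calcium sensitivity of cardiac thin filaments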
Keap1 Nrf2 FP: inhibitors of human Keap1-Nrf2 protein-protein interaction. Keap1 Kelch-Nrf2 peptide fluorescence polarization, 1536-well. Q14145. inhibition, % at 9.4 µM. 340,000 tested, 0.15% active. AID 504523; in the data active = inhibition above about 12%;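 note: human Keap1 Kelch domain with fluorescein labeled Nrf2 9mer peptide probe; 0% = neutral control wells and 100% = peptide positive control; higher means more block of Keap1 binding to Nrf2 peptide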
Cardiac RTF inh: cardiac RTF calcium desensitization | P19429+P45379 | 340,000 tested, 0.12% active | inhibition, % at 7.15 µM | IANBD-labeled cardiac RTF, Ca2+ fluorescence | AID 493244;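 active = inhibition above the mean inhibition of all tested compounds plus 3 SD, cut at about 17% in these data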;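 note: assay run at fixed EC70 calcium of 1.6 mM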
CAL PDZ FP: CAL PDZ (human) peptide binding inhibition; 300,000 tested, 0.92% active; inhibition, % at 24.9 µM; purified CAL PDZ, TMR-peptide fluorescence polarization, 1 h; AID 602252;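 active = mean inhibition of at least 30% with at least half of replicates also reaching 30%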;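 note: 0% = DMSO neutral control and 100% = excess unlabeled competitor peptide PRC23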
Starred values were filed as active, the others as inactive; / = no result given. Compounds as they come; any-hit rate near 2.8%.

SMILES	MOR-DOR inv ag	OPRM1-OPRD1 ag	V-ATPase pH	LANA DNA inh	HTR5A inv ag	HTR5A ag	cardiac RTF act	Keap1 Nrf2 FP	Cardiac RTF inh	CAL PDZ FP
CC(C)(C)C(=O)N(CCN(C(=O)C(C)(C)C)c1ccccc1)c1ccccc1	-52	9.0	4	0.1	-4	-1	-2	-2	-3	/
CCc1cccc2c(=O)c(C(=O)NCCCOC)c[nH]c12	17	-3.6	-3	-2.1	2	-1	-1	-1	2	-3
CC(=O)Nc1ccc(S(=O)(=O)NCC2CCC(C(=O)N3CC(C)CC(C)C3)CC2)cc1 (stereo unspecified)	-1	0.2	-3	-0.5	-2	0	3	3	-3	4
CCCc1nnc(SCC(=O)O)n1/N=C/c1ccc2c(c1)OCO2	-4	0.6	-2	-1.0	2	-1	3	-2	-10	1
O=c1cc(Cl)nc2ccccn12	6	-1.2	-4	0.2	-3	1	6	-5	-4	38*
O=C(C(=Cc1ccccc1)CN1CCCCC1)c1ccccc1	11	-2.3	-1	-0.7	-5	1	0	-10	-17	-2
CCOC(=O)C1CCN(C(=O)c2cc3c(C)cc(C)cc3[nH]2)CC1	-18	3.6	-1	-0.5	-10	3	-1	-3	-15	-3
Cc1[nH]n(-c2ccccc2)c(=O)c1N=Nc1ccccc1O	-59	10	0	-1.2	6	-2	0	-2	-1	-3
Nc1nn(-c2cccc(F)n2)cc1-c1ccc(Cl)cc1	8	-1.6	5	-0.7	0	0	-11	-5	-3	-2
COc1ccccc1NC(=O)Cc1noc(CSc2cc(C)c3ccccc3n2)n1	10	-1.8	3	-2.2	-4	4	12	-4	-4	-7
Cc1noc(C)c1S(=O)(=O)N1CCC(C(=O)Nc2ccccn2)CC1	6	-1.2	-1	-0.8	-12	-1	2	1	-6	-1
O=C(NCc1ccc(F)cc1)C(c1ccco1)N(C(=O)c1csnn1)C1CC1 (stereo unspecified)	6	-0.9	0	-0.8	-32	11	-4	1	1	-2
c1ccc(-n2ncc3c(NCc4ccco4)ncnc32)cc1	1	-0.2	0	1.3	-2	1	4	-1	-11	-2
O=S(=O)(Nc1ccc2c(c1)CCC2)c1cccs1	-5	1.0	-5	0.6	9	-1	3	1	-1	0
Cc1ccccc1NC(=O)Cn1nc(-c2ccccc2)nc1-c1ccccc1	-1	0.1	0	0.3	-6	2	-4	1	0	3
Cc1c(NC(=O)Cn2ccc([N+](=O)[O-])n2)c(=O)n(-c2ccccc2)n1C	2	-0.3	2	0.1	-3	-1	6	2	-9	-4
COc1ccc(OCC(=O)NN2Cc3ccccc3C2=N)cc1	7	-1.3	-9	0.2	-14	4	-9	1	-3	/
COc1ccc(C(=O)CN2C(=O)NC3(CCCCC3)C2=O)cc1OC	10	-2.0	2	1.3	4	-2	1	1	-11	-2
COC(=O)c1cc(NC(=O)CC2Oc3ccccc3NC2=O)cc(C(=O)OC)c1 (stereo unspecified)	16	-3.4	2	-2.3	-15	4	-4	-3	4	16
CC(C)C(NC(=O)c1ccc(Cl)cc1Cl)C(=O)N1CCC1 (stereo unspecified)	-2	0.3	7	-1.0	3	-1	0	-7	-3	3
Cc1ccccc1-c1nc(CS(=O)(=O)CC(=O)N2CCc3ccccc32)c(C)o1	13	-2.3	-5	0.2	7	5	-1	-3	-8	-6
CC(C)C(=O)N1CCN(c2ccccc2N)CC1	3	-0.5	-2	-1.3	19	-1	-2	-1	-3	-1
CCCn1c(-c2cccc(F)c2)nc2c1c(=O)[nH]c(=O)n2Cc1ccccc1	-8	1.0	-3	-0.8	-21	2	-3	-2	-10	4
COc1ccc(OC)c(-n2nnnc2SCC(=O)Nc2ccccc2OC)c1	1	-0.2	-2	-1.6	-22	2	1	2	-9	/
CCOc1ccc(NC(C)=O)cc1[N+](=O)[O-]	8	-1.6	-1	0.1	15	-5	-1	1	-6	1

Carrying on:
SMILES	MOR-DOR inv ag	OPRM1-OPRD1 ag	V-ATPase pH	LANA DNA inh	HTR5A inv ag	HTR5A ag	cardiac RTF act	Keap1 Nrf2 FP	Cardiac RTF inh	CAL PDZ FP
Cn1ncc([N+](=O)[O-])c1C(=O)Nc1cccc2ccccc12	-4	0.5	0	0.3	-4	3	2	1	-2	11
O=C(COc1ccccc1[N+](=O)[O-])Nc1cccc(S(=O)(=O)NC2=NCCCCC2)c1	-4	0.6	-3	-0.2	-11	0	-2	3	6	-1
Cc1nc(-c2ccc(Br)cc2)ccc1C(=O)O	2	-0.4	1	-2.0	-6	-1	-1	-7	0	-2
O=C(NC1CCc2ccccc21)c1cc(COc2ccc(F)cc2Cl)on1 (stereo unspecified)	-16	3.1	-4	-0.9	-35	5	0	0	-4	-3
COc1ccc(C(=O)NCCN2CCCC2)cc1[N+](=O)[O-]	15	-3.1	0	0.8	4	-1	-5	-2	1	-1
N#Cc1c(NC(=O)CSc2nnc(-c3ccncc3)n2CC2CCCO2)sc2c1CCCC2 (stereo unspecified)	9	-1.5	2	2.6	0	-1	0	1	-7	-4
N#Cc1c(NC(=O)CSc2ccccn2)oc(-c2ccccc2)c1-c1ccccc1	12	-2.4	0	5.2	1	-1	2	0	1	-3
COC(=O)[C@]1(C)CCC[C@@]2(C)C3CC[C@]4(OC(C)=O)C[C@@]3(CCC21)CC4=O (stereo partly specified)	-30	5.6	2	-0.4	-30	8	1	-3	-2	-5
NC(=O)C1(N2CCCCC2)CCN(c2nc(-c3ccccc3)cs2)CC1	-16	3.9	1	-0.6	12	-2	-4	0	1	/
COc1ccc(OC)c(CCNC(=O)C(C)n2nc(C)c3c(C)n(-c4ccccc4)nc3c2=O)c1 (stereo unspecified)	-4	0.8	2	-0.3	1	0	1	-3	-8	2
CCn1c(/N=C/c2ccccc2O)nc2ccccc21	13	-2.5	3	2.3	-25	5	0	-2	-1	/
CCOc1ccc(N(Cc2cc3cc(C)ccc3[nH]c2=O)S(=O)(=O)c2ccccc2)cc1	18	-3.2	-2	0.2	15	4	0	2	1	-3
CCCN(CCC)c1nc(N(CCC)CCC)[nH]c(=O)n1	6	-1.0	2	0.0	10	-3	4	-9	2	-3
COc1ccc(-c2csc(NC(=O)C3CCCCN3S(=O)(=O)c3ccccc3)n2)cc1 (stereo unspecified)	-31	5.5	1	2.3	-26	1	-6	2	-1	0
COC(=O)c1ccc(C23CC4(C2)[C@H](CN(C)[C@@H]4c2ccccc2)C3c2ccccc2)cc1 (stereo partly specified)	-1	0.3	4	2.2	-11	1	-2	1	-10	0
COc1ccc(CNC(=O)Cn2cc(C(F)(F)F)ccc2=O)cc1	-1	0.1	-3	1.8	-21	6	5	1	2	-2
Cc1ccc(C)c(NC(=O)CCc2nnc3ccc(NCc4ccco4)nn23)c1	15	-3.0	-1	0.7	-22	2	-2	-4	-8	6
COc1ccc(O)c(C(c2c(C)[nH][nH]c2=O)c2c(C)[nH][nH]c2=O)c1	8	-1.4	-1	-1.6	-5	2	3	-11	-2	3
Cc1sc2nc(CSCC(=O)Nc3ccc(Cl)cc3F)[nH]c(=O)c2c1C	0	0.0	1	6.8	23	-9	-9	-7	-3	7
CCCCN(C)C(=O)Cn1nc(Cc2ccncc2)c2ccccc2c1=O	13	-2.9	-110	-0.4	-18	5	-1	-5	-6	-9
C=CCn1c(=S)[nH]c2sc3c(c2c1=O)CCC3	9	-1.6	3	-1.3	4	-3	2	4	-5	-3
CCc1ccccc1NC(=O)CSc1nc2n[nH]c(C)c2c(=N)n1-c1cccc(OC)c1	11	-2.1	-2	-0.8	5	0	4	-3	-1	/
CC1CCCC(C)N1S(=O)(=O)c1ccc(NC(=O)CCn2cnc3ccccc3c2=O)cc1 (stereo unspecified)	10	-1.9	-1	1.1	4	3	8	5	-10	/
Cn1cc(S(=O)(=O)NC2CCCC2)c(=O)n(C)c1=O	5	-0.8	3	0.1	5	0	-4	-1	1	0
CCOC(=O)c1c(C)[nH]c(C)c1S(=O)(=O)NCC1CCN(Cc2cccc(Cl)c2)CC1	-9	1.6	-2	-2.8	8	-2	5	-1	2	-3

Further entries
SMILES	MOR-DOR inv ag	OPRM1-OPRD1 ag	V-ATPase pH	LANA DNA inh	HTR5A inv ag	HTR5A ag	cardiac RTF act	Keap1 Nrf2 FP	Cardiac RTF inh	CAL PDZ FP
CC(Sc1ccccc1)C(=O)N1CCN(S(=O)(=O)c2ccccc2C(F)(F)F)CC1 (stereo unspecified)	9	-1.7	-2	-0.5	2	-2	-2	-4	-6	-5
CS(=O)(=O)Nc1cccc(C2=NN(C(=O)c3ccccc3Cl)C(c3ccccc3O)C2)c1 (stereo unspecified)	4	-0.8	1	2.9	21	-6	0	-4	-14	-2
COc1cc(CNCc2ccccn2)ccc1OCc1ccc(Cl)cc1	-16	3.0	1	-1.0	-11	3	6	-7	3	4
Cc1ccccc1OCC(=O)NN1C(=O)C2C3C=CC(O3)C2C1=O (stereo unspecified)	11	-2.2	4	-0.2	-13	5	0	-6	-8	3
COC(=O)c1cc(S(=O)(=O)Nc2nn(C)c3ccccc23)oc1C	2	-0.5	3	-0.3	-6	2	-3	1	5	-3
O=C(c1cccc(C(F)(F)F)c1)N1CCN(S(=O)(=O)c2ccc(Cl)s2)CC1	-32	5.9	4	0.0	8	4	-3	-4	-1	-3
COC(=O)c1cc(C#N)c(OC(C)C)nc1C	-6	0.9	/	-0.3	-5	2	-5	0	-4	-16
CN1C(=O)/C(=C\c2ccco2)N=C1c1ccc(Cl)cc1Cl	12	-2.2	-1	-0.3	-1	7	1	-1	-1	8

Structures shown so far that have a nitro group on carbon (5):
SMILES	MOR-DOR inv ag	OPRM1-OPRD1 ag	V-ATPase pH	LANA DNA inh	HTR5A inv ag	HTR5A ag	cardiac RTF act	Keap1 Nrf2 FP	Cardiac RTF inh	CAL PDZ FP
Cc1c(NC(=O)Cn2ccc([N+](=O)[O-])n2)c(=O)n(-c2ccccc2)n1C	2	-0.3	2	0.1	-3	-1	6	2	-9	-4
CCOc1ccc(NC(C)=O)cc1[N+](=O)[O-]	8	-1.6	-1	0.1	15	-5	-1	1	-6	1
Cn1ncc([N+](=O)[O-])c1C(=O)Nc1cccc2ccccc12	-4	0.5	0	0.3	-4	3	2	1	-2	11
O=C(COc1ccccc1[N+](=O)[O-])Nc1cccc(S(=O)(=O)NC2=NCCCCC2)c1	-4	0.6	-3	-0.2	-11	0	-2	3	6	-1
COc1ccc(C(=O)NCCN2CCCC2)cc1[N+](=O)[O-]	15	-3.1	0	0.8	4	-1	-5	-2	1	-1

Molecules listed so far containing a CF3 group:
SMILES	MOR-DOR inv ag	OPRM1-OPRD1 ag	V-ATPase pH	LANA DNA inh	HTR5A inv ag	HTR5A ag	cardiac RTF act	Keap1 Nrf2 FP	Cardiac RTF inh	CAL PDZ FP
COc1ccc(CNC(=O)Cn2cc(C(F)(F)F)ccc2=O)cc1	-1	0.1	-3	1.8	-21	6	5	1	2	-2
CC(Sc1ccccc1)C(=O)N1CCN(S(=O)(=O)c2ccccc2C(F)(F)F)CC1 (stereo unspecified)	9	-1.7	-2	-0.5	2	-2	-2	-4	-6	-5
O=C(c1cccc(C(F)(F)F)c1)N1CCN(S(=O)(=O)c2ccc(Cl)s2)CC1	-32	5.9	4	0.0	8	4	-3	-4	-1	-3

Screening data (PubChem)
